Source: PubChem (Sanford-Burnham Center for Chemical Genomics)
A3G deaminase – APOBEC3G DNA deaminase inhibitors, primary screen, biochemical, fluorescence, single-stranded DNA substrate, uHTS. inhibition, % at 20 µM. DNA dC->dU-editing enzyme APOBEC-3G (Homo sapiens), Q9HC16. recombinant A3G, ssDNA deamination FAM/TAMRA fluorescence. 330,000 tested, 0.28% active;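 active = inhibition of at least 40% at 20 µM, with no more than 30% in the related APOBEC3A deaminase screen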;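 note: plate controls were DMSO wells with A3G for no effect and wells lacking A3G enzyme for full effect; some compounds called inactive have numbers as strong as hits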
Target sequence (Q9HC16 whole entry, looked up): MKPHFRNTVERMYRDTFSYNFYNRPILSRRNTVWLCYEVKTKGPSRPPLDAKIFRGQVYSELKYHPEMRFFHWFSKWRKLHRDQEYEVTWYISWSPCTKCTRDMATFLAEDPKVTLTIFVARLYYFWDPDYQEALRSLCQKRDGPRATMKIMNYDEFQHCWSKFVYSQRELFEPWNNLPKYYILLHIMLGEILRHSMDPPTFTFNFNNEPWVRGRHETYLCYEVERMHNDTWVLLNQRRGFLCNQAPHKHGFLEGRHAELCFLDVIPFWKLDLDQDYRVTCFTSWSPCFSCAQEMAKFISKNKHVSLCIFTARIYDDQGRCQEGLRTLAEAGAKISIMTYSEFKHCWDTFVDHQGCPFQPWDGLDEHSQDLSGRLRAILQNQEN
MPTP block – mitochondrial permeability transition pore inhibitors, primary screen, biochemical, isolated mouse mitochondria, absorbance; Ca2+ swelling absorbance, 30 min; inhibition, % at 10 µM; 360,000 tested, 1.4% active;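 active = inhibition of 50% or more, scaled per plate between neutral and stimulator controls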;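 note: 0% = DMSO wells given calcium and 100% = 1 mM EGTA wells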
APOBEC3A inh – APOBEC3A ssDNA deaminase inhibitors, primary screen, selectivity assay for APOBEC3G inhibitor project, biochemical, FAM/TAMRA oligo cleavage fluorescence; DNA dC->dU-editing enzyme APOBEC-3A (Homo sapiens), P31941; recombinant A3A, FAM/TAMRA ssDNA deamination fluorescence; inhibition, % at 20 µM; 330,000 tested, 0.41% active; AID 493011, 2011;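 active = at least 40% inhibition at 20 µM here, with at most 30% in a related deaminase screen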;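 note: plate controls were A3A with DMSO for no effect and wells lacking A3A enzyme for full effect; some results filed as inactive read as strong as hits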
hIAP act – human IAP activators, primary screen, biochemical, luminescence, uHTS; 330,000 tested, 0.16% active; Intestinal-type alkaline phosphatase (Homo sapiens), P09923; activation factor at 10 µM; purified human IAP, CDP-Star luminescence, 30 min; active compounds read high; 1 = vehicle-only enzyme, 0 = enzyme-free background; AID 2524, 2010;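 active = activation factor of the enzyme at least 2-fold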; note: the source names both 10 and 20 µM as test concentration; values of inactives mirror those of a sister screen read the other way
Target sequence (P09923 whole entry, looked up): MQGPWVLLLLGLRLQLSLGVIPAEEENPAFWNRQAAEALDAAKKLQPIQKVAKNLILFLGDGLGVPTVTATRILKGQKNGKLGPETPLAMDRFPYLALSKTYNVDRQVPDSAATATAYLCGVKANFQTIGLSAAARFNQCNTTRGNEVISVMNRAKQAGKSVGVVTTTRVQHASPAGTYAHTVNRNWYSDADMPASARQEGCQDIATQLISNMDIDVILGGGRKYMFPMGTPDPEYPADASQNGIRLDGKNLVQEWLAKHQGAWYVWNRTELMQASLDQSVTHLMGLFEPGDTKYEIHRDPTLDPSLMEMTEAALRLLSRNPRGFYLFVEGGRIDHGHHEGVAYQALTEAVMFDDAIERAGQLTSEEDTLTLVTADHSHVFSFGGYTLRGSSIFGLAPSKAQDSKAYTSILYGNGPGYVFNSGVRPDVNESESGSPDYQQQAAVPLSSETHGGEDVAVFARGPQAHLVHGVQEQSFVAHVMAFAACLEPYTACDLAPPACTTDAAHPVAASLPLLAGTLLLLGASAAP
mIAP activ – activators of mouse IAP, primary screen, biochemical, luminescence, uHTS. intestinal alkaline phosphatase [Mus musculus]. muIAP, CDP-Star luminescence, 30 min; active compounds read high; 1 = vehicle-only enzyme signal, 0 = enzyme-free wells. activation factor at 10 µM. 330,000 tested, 0.24% active. AID 2805, 2010;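 active = activation factor of at least 2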; note: the source names both 10 and 20 µM as test concentration; values of inactives mirror those of a sister screen read the other way
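System: Mouse IAP enzyme | Also added: CDP-Star substrate | Dosing: Compounds dispensed in DMSO | Schedule: 30 min enzyme-substrate-compound incubation at room temperature | Technique: Chemiluminescence readout | Control set: DMSO-only wells and no-enzyme negative control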
hIAP inh – human IAP inhibitors, primary screen, biochemical, luminescence, uHTS; Intestinal-type alkaline phosphatase (Homo sapiens), P09923; purified IAP, CDP-Star luminescence, 30 min; inhibition, % at 10 µM; 330,000 tested, 0.12% active;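 active = inhibition reaching a set limit with compound at 10 µM in the primary screen, cut at about 35% in these data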;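 note: plate controls were DMSO wells with enzyme for no effect and no-enzyme buffer wells for full effect; values of inactives mirror those of a sister screen read the other way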
beta cell repl – inducers of MIN6 beta-cell proliferation, primary screen, ATP luminescence, uHTS | proliferation, % at 10 µM | 330,000 tested, 0.29% active | AID 2380, 2010 | MIN6 cells proliferation, ATPlite luminescence, 48 h; cells starved in 0.2% serum; 100% = growth in 10% serum;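 active = compounds whose signal lies at least 3.5 SD above the mean of all wells on their plate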;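 note: 0% = DMSO-treated cells in low-serum medium and 100% = 10% serum control; some compounds called inactive have numbers as strong as hits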
ATG4B inh – ATG4B protease inhibitors, primary screen, biochemical, fluorescence, uHTS | AID 504462, 2011 | inhibition, % at 8.33 µM | ATG4B cleavage of LC3-PLA2, NBD-HPC fluorescence, 1 h | 340,000 tested, 0.51% active | Cysteine protease ATG4B (Homo sapiens), Q9Y4P1; in the data active = inhibition above about 40%
mIAP block – inhibitors of mouse IAP, primary screen, biochemical, luminescence, uHTS; purified mouse IAP, CDP-Star luminescence, 30 min; 330,000 tested, 0.2% active; intestinal alkaline phosphatase [Mus musculus]; inhibition, % at 10 µM; AID 2806, 2010;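 active = inhibition of at least 40% at 10 µM in the primary screen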;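 note: plate controls were DMSO with enzyme for no effect and no enzyme wells for full effect; values of inactives mirror those of a sister screen read the other way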
* hit, by the source's call; i = inactive; & = joins results of further samples.

item	Molecule	A3G deaminase	MPTP block	APOBEC3A inh	hIAP act	mIAP activ
1	COc1ccc(CNC(=O)COC(=O)CCN2C(=O)C3CC=CCC3C2=O)cc1OC (stereo not given)	-6	-2.1	-1	1.1	0.85
2	Cc1ccc(-c2ccnc3cc(C)nn23)cc1	-9	-0.5	-3	0.92	1
3	CCOC(=O)c1[nH]c(C)c(C(=O)N(C)C)c1C	-1	26	6	1.3	0.98
4	O=C(CCN1C(=O)/C(=C\c2ccccc2)SC1=S)NNC(=O)c1cccnc1	2	80*	1	0.9	0.93
5	COc1ccc(NC(=O)Nc2c(C)n(C)n(-c3ccccc3)c2=O)cc1	-4	-0.3	0	1	1
6	CCOC(=O)c1cc(-c2ccc(F)cc2)n(CC(=O)NCc2cccnc2)c1C	-4	-0.2	-3	1	0.95
7	C=C(C)CSc1nc(N)c2c3c(sc2n1)CCC3	-9	1.2	0	0.79	0.91
8	N#Cc1c(NC(=O)CSC2=NCCS2)sc2c1CCCC2	-4	21	-2	1.3	0.96
9	COc1ccc(C(C(=O)NCC2CCCO2)N(C(=O)CNC(=O)c2ccco2)c2ccc(C)c(C)c2)cc1OC (stereo not given)	-12	1.3	-4	1	0.92
10	CCOc1ccc(CN2CCNC(=O)C2CC(=O)NCCCC2CCCC2)cc1 (stereo not given)	0	0.2	-2	1.2	0.98
11	CCN(CC)c1ncc(C)c(=O)[nH]1	-3	-0.5	-9	1.4	0.99
12	CC(=O)Nc1ccc(NC(=O)COC(=O)c2c(-c3ccccc3)noc2C)cc1	4	-1.2	0	0.97	1
13	Clc1ccc(-n2ncc3c(NCc4ccco4)ncnc32)cc1	3	3.4	3	0.82	1.1
14	COc1ccc(C(=O)C[n+]2cc(-c3ccc(OC)cc3)n3c2CCCC3)cc1	-1&1	-0.5&-1.7	4&4	1.1&1.1	0.99&1
15	Cc1cc(NC(=O)CS(=O)(=O)c2cn(Cc3ccc(F)cc3)c3ccccc23)no1	-1	1.3	-3	0.89	1

item	hIAP inh	beta cell repl	ATG4B inh	mIAP block
1	-8	-2	-2	15
2	8	-4	-7	-3
3	-27	-2	-4	2
4	10	-3	-8	7
5	0	-1	10	-4
6	-4	3	-2	5
7	21	-2	18	9
8	-32	-3	14	4
9	-2	-4	-4	8
10	-18	-1	5	2
11	-36	-1	3	1
12	3	-5	1	-5
13	18	-3	-2	-5
14	-9&-10	-6&-7	-6&2	1&-3
15	11	4	-5	-4

(list continues)
item	Molecule	A3G deaminase	MPTP block	APOBEC3A inh	hIAP act	mIAP activ
16	NC[C@H](Cc1ccccc1)NCCc1cc(C(F)(F)F)cc(C(F)(F)F)c1	-2	88*	-3	1.1	0.84
17	CCC1(c2ccccc2)NC(=O)N(CC(=O)Nc2ccccc2C(=O)NC2CC2)C1=O (stereo not given)	-8	-0.5	2	0.9	1
18	CCOc1ccc2nc(NC(=S)NCc3ccccc3)sc2c1	30	9.7	0	0.82	0.93
19	CCOC(=O)/C=C1\SCC(=O)N1CC(=O)Nc1cccc(F)c1	-5	1.5	4	0.95	0.95
20	Cc1cc(C)cc(NC(=O)c2cc(C)nc3ccccc23)c1	13	-0.1	-1	0.98	0.9
21	COc1ccc(C(=O)N/C(=C\c2cn(C)c3ccccc23)C(=O)OCCN(C)C)cc1	-5	3.9	-2	0.89	1
22	O=C(Nc1ccccc1)C(=O)c1c[nH]c2ccccc12	-1	0.6	4	0.85	0.9
23	Cc1cccc(OCC(=O)NC2CCCC2)c1	-9	0.8	-3	0.91	1
24	Cc1cc(O)c(C(C)C)cc1N=Cc1ccccc1O	2	19	0	0.94	1
25	O=C(NC1=NCCS1)c1ccc2c(c1)C(=O)N(Cc1ccco1)C2=O	5	-0.7	4	1.1	1
26	COCc1cc(C)nc(SCc2nc3ccccc3c(=O)[nH]2)c1C#N	-5	0.0	3	1.1	0.99
27	COc1ccc(S(=O)(=O)N2CCOCC2)cc1NC(=O)CSc1nc(C)c(C)c(C)n1	-4	-2.4	-4	1.1	0.85
28	CCOC(=O)c1c(C)n(C)c2ccc(OCC(O)CN(CC)CC)cc12 (stereo not given)	3	-1.3	2	1	0.93
29	Nc1nonc1-n1nnc(C(=O)N/N=C/c2cccc(F)c2)c1CN1CCCC1	-1	1.3	-1	0.99	0.89
30	CCOc1ccc(C2/C(=C(\O)c3c(C)[nH]c(C(=O)OC)c3C)C(=O)C(=O)N2CCN(C)C)cc1 (stereo not given)	-1	-0.3	-2	1.1	1

item	hIAP inh	beta cell repl	ATG4B inh	mIAP block
16	-6	-6	2	16
17	10	-2	-6	0
18	18	0	-6	7
19	5	-3	4	5
20	2	-3	3	10
21	11	1	-6	-2
22	14	-4	-3	10
23	9	-2	-9	-5
24	6	-6	-1	0
25	-5	-1	-1	-5
26	-6	3	-5	0
27	-8	-2	-5	14
28	0	-3	-12	7
29	1	0	2	11
30	-8	-2	-2	0

Continuation:
item	Molecule	A3G deaminase	MPTP block	APOBEC3A inh	hIAP act	mIAP activ
31	COc1ccc(OC)c(NC(=O)CC(Cc2ccccc2OC)C(=O)O)c1 (stereo not given)	-3	-0.9	2	1.1	0.98
32	COc1ccc(NC(=O)c2sc3cc(C(F)(F)F)cnc3c2-c2cccs2)cc1	1	3.0	3	0.85	0.9
33	Cc1c(CN2CCC(C(=O)Nc3cccc(-c4cccc(Cl)c4)c3)CC2)cnn1C	-7	8.9	-4	6.4*	5*
34	CCOC(=O)c1cc(-c2ccccc2)nc2c1c(C)nn2-c1ccccn1	-6	0.2	-5	0.9	0.97
35	COc1cc(/C=N/Nc2nc(Nc3ccc(C)cc3)nc(-n3nc(C)cc3C)n2)cc(OC)c1OC	-3	2.8	2	1.4	0.82
36	CCOc1ccc(-c2csc3nc[nH]c(=O)c23)cc1	3	0.2	0	0.9	1
37	Clc1nc(NCc2cccnc2)nc(N2CCOCC2)n1	4	-1.3	4	1	1.1
38	OC(COc1ccc(Cl)cc1Cl)Cn1ccnc1 (stereo not given)	-3	-0.7	1	0.96	1
39	Cc1cc(C)n(/N=C/c2ccccc2O)c(=O)c1	-8	-0.4	-2	1.2	1
40	COc1ccc(-c2nnn(CC(=O)N(Cc3cccs3)C(C)C(=O)NCCC(C)C)n2)cc1OC (stereo not given)	-2	0.3	0	1.2	1.3
41	Cc1cccc2cc(COC(=O)C(C)C)c(=O)[nH]c12	-6	-1.4	-12	0.87	0.92
42	Cc1ccnc(NC(=O)CNC(=O)c2ccccc2)c1	-9	1.0	-4	0.99	0.95
43	COC(=O)c1c(C)n(-c2ccc(OC)cc2)c2ccc(O)cc12	3	1.3	5	1.3	0.99
44	Cc1cnc(C(=O)OCC(=O)NC(C)C)cn1	-10	-1.2	-2	0.93	0.96
45	Cc1ccc(-n2c(C)cc(/C=N/NC(=O)c3ccncc3)c2C)cc1	-4	-0.7	0	1.1	0.86

item	hIAP inh	beta cell repl	ATG4B inh	mIAP block
31	-5	-2	8	2
32	15	-1	-3	10
33	i	-8	-12	-402
34	10	-2	-8	3
35	-38	-1	-24	18
36	10	-2	-2	-2
37	-4	2	1	-6
38	4	-3	4	-4
39	-16	-4	4	-5
40	-18	-6	4	-32
41	13	-1	-9	8
42	1	3	1	5
43	-27	-2	0	1
44	7	-4	4	4
45	-8	-4	-5	14

Continuation:
item	Molecule	A3G deaminase	MPTP block	APOBEC3A inh	hIAP act	mIAP activ
46	O=S(=O)(N1CCCCCC1)N1CCNCC1	-9	-0.3	-8	0.93	0.99
47	Cc1ccc2nsnc2c1S(=O)(=O)N1CCN(CCc2ccccc2)CC1	-6	1.8	2	0.8	0.94
48	CN1CCC(NC(=O)CCc2ccccc2)CC1	-4	-1.1	-3	1	1.1
49	Cc1nnc(NC(=O)c2ccc(-c3cccc(C(F)(F)F)c3)o2)s1	-2	-1.0	-1	1.1	1.1
50	Cc1cc(N2C(=O)C(=O)/C(=C(/O)c3ccc(F)cc3)C2c2ccc(Cl)cc2)no1 (stereo not given)	-8	0.1	-4	1.1	1
51	Cn1cccc1C(=O)NC(=O)COC(=O)c1ccccc1O	-7	-0.6	-2	1.1	0.87
52	COc1ccc2c(=O)cc(CO)oc2c1	3	3.6	-1	1.2	1
53	O=C(Nc1ccccc1)N1CCC(C(=O)N(Cc2ccco2)Cc2cccs2)CC1	-6	1.2	-3	1	1
54	Cc1nc(SCC(=O)N2CC(C)OC(C)C2)nc(C)c1C (stereo not given)	-3	-1.3	2	1.2	0.91
55	CC1Sc2ccc(S(=O)(=O)CCC(=O)NC3CCCCC3C)cc2NC1=O (stereo not given)	-5	0.3	-2	1.2	1
56	COc1cccc(N2C(=O)CC(NNC(=O)c3cccs3)C2=O)c1 (stereo not given)	5	2.2	9	0.97	0.91
57	COc1ccc(Cl)cc1-c1nc(SCC(=O)NC2CC2)n[nH]1	-7	-1.2	0	1.2	1
58	CCC/C=C(\CCC)C(NC(=O)OCC(C)C)c1ccc(C(=O)OC)cc1 (stereo not given)	4	0.4	4	1	0.93

item	hIAP inh	beta cell repl	ATG4B inh	mIAP block
46	7	-2	-3	1
47	20	3	-7	6
48	-4	1	-2	-9
49	-8	-2	-2	-14
50	-11	-2	-15	-3
51	-15	-3	2	13
52	-15	1	15	-1
53	-2	-3	5	0
54	-23	-1	-5	9
55	-18	3	-3	-2
56	3	-1	7	9
57	-18	-3	-5	-4
58	-1	-8	-4	7

Entries of single compounds, looked up by structure. Order of screens: A3G deaminase, MPTP block, APOBEC3A inh, hIAP act, mIAP activ, hIAP inh, beta cell repl, ATG4B inh, mIAP block
CC1Sc2ccc(S(=O)(=O)CCC(=O)NC3CCCCC3C)cc2NC1=O (stereo not given) is entered as -5, 0.3, -2, 1.2, 1, -18, 3, -3, -2
CCC/C=C(\CCC)C(NC(=O)OCC(C)C)c1ccc(C(=O)OC)cc1 (stereo not given) is entered as 4, 0.4, 4, 1, 0.93, -1, -8, -4, 7
Cc1ccc2nsnc2c1S(=O)(=O)N1CCN(CCc2ccccc2)CC1 is entered as -6, 1.8, 2, 0.8, 0.94, 20, 3, -7, 6
COc1cccc(N2C(=O)CC(NNC(=O)c3cccs3)C2=O)c1 (stereo not given) is entered as 5, 2.2, 9, 0.97, 0.91, 3, -1, 7, 9
COc1ccc(Cl)cc1-c1nc(SCC(=O)NC2CC2)n[nH]1 is entered as -7, -1.2, 0, 1.2, 1, -18, -3, -5, -4
